B2AR arrestin: recruits beta-arrestin to the human beta2-adrenergic receptor | beta-arrestin recruitment to beta2AR, cell-based reporter | Potency, µM (titrated, usually from 46.1 µM), for inactives: at the highest dose activation, hits mostly activators | 0.02% of 330,000 active | AID 492947;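 further: potency means the concentration at half of the fitted maximal effect; 0% = DMSO controls and full agonism = EC100 isoproterenol or metaproterenol; nearly all actives have a fitted effect of over 65% in size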
TSG101-PTAP inh: blocks PTAP/TSG101 interaction to inhibit HIV-1 budding | Q99816 | Fluorescence polarization, FITC-PTAP peptide / Tsg101 binding | Potency, µM (highest dose often 115 µM), without a hit: at the highest dose activity change, negative = inhibition, actives largely listed as inhibitors | 340,000 tested, under 10 active | AID 493005; active means well fitted inhibition curve with a large enough effect in the main read-out, with a control signal flat, not every such curve was filed as active; inconclusive means small, poorly fitted or top-dose-only effect, or effect the other way, or a change in a side signal; inactive means no such curve, though single readings can be large or run the other way; further: potency means the concentration at half of the fitted maximal effect; % of control where 0% means no effect
Target sequence (Q99816 whole entry, looked up): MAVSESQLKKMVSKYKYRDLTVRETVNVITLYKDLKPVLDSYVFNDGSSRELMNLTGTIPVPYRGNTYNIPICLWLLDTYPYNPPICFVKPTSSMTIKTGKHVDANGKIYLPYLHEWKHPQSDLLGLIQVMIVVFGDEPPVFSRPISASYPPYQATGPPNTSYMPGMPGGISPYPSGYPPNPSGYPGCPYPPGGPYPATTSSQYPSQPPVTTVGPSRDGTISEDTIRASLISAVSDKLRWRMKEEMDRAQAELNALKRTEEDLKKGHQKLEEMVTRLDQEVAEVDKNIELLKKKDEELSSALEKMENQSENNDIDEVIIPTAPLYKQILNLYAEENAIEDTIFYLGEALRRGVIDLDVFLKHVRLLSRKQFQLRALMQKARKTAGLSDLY
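Compounds were pin-transferred onto Tsg101 binding domain (10 uM final) in HEPES pH 7.5 buffer, then FITC-PTAP peptide was added at 50 nM final. After 20 min at RT, polarization reported peptide displacement across a qHTS concentration series.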
p53 reactivation: mutant p53 re-activation in reporter cells; H1299 p53-A138V BP100-luciferase reporter, luminescence, 24 h; Potency, µM (titrated, usually from 92.2 µM), without a hit: at the highest dose activity change, positive = activation, usual class: activators; 0.063% of 320,000 active; further: potency means the concentration at half of the fitted maximal effect; % of control where 0% means no effect; nearly all actives have a fitted effect of over 45% in size
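H1299 (p53-null), stable ts p53-A138V + BP100-Luc; 1000 cells/well, Opti-MEM/10% FBS; cpd 4 pt, 1:5; 24 h, 37 deg C, 5% CO2; detection reagent 10 min RT; luminescence.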
a7 integrin act: activates integrin-mediated alleviation for muscular dystrophy. alpha7betagal myoblasts, beta-gal FDG fluorescence, 48 h. Potency, µM (top dose mostly 38.3 µM), for the others: at the highest dose activation, actives largely listed as activators. 0.064% of 350,000 active;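 further: potency means the concentration at half of the fitted maximal effect; 100% = response of the positive control SU9516; nearly all actives have a fitted effect of over 60% in size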
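alpha7betagal+/- myoblasts (passage 13, 250/well) treated 48 h at 37C with compounds at 1:260 dilution of DMSO stock. Lysed, then beta-galactosidase activity read as FDG fluorescence (ex 480/em 540) after 30 min, with pre-read for autofluorescence.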
Eya2 phos inh: blocks the phosphatase activity of human Eya2; O00167; recombinant Eya2, OMFP fluorescence dephosphorylation (OMFP is methylfluorescein phosphate); Potency, µM (highest dose often 76.9 µM), without a hit: at the highest dose activity, negative = inhibition, actives largely listed as inhibitors; 0.006% of 330,000 active; AID 488837; further: potency means the concentration at half of the fitted maximal effect; on the % scale 0 is the no-effect control and ±100 the full control effect
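Eya2 protein (added as 0.2 uM solution) was preincubated with compound for 10 min at ambient temperature in 50 mM HEPES pH 7.5, 50 mM NaCl, 5 uM MgCl2, 0.05% BSA, 1 mM DTT. OMFP (added at 50 uM) then reacted 10 min; fluorescence read at 485/525 nm.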
BRCA1 expr up: increases BRCA1 expression | Potency, µM (top dose mostly 46.1 µM), without a hit: at the highest dose activation, hits mostly activators | 1.1% of 380,000 active | MCF7-BRCA1-FFLuc reporter, luminescence, 48 h; response scale: scaled: vehicle 0%, 10 µM genistein 100%; further: potency means the concentration at half of the fitted maximal effect; nearly all actives have a fitted effect of over 80% in size; some results filed as inactive show a strong effect at the top dose
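48 h compound treatment of MCF7-BRCA1-FFLuc cells (phenol-red free MEM, 37 °C), then 15 min with luciferase substrate and luminescence imaging.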
uPA generation: blocks generation of uPA at the cell surface | cell surface uPA generation assay, qHTS | Potency, µM (doses to about 38.3 µM), without a hit: at the highest dose activity change, negative = inhibition, usual class: inhibitors | 0.31% of 330,000 active | AID 540303; active means well fitted inhibition curve with a large enough effect; inconclusive means small, poorly fitted or top-dose-only effect; inactive means no such curve, though single readings can be large or run the other way; tested in mouse RAW 264.7 cells; further: potency means the concentration at half of the fitted maximal effect; on the % scale 0 is the no-effect control and ±100 the full control effect; nearly all actives have a fitted effect of over 55% in size
USP2a block: USP2a (human) protease inhibition; USP2 core, Ub-CHOP2 coupled fluorogenic reporter, 485/531; O75604; Potency, µM (series often up to 38.3 µM), without a hit: at the highest dose activity change, negative = inhibition, actives largely listed as inhibitors; 0.01% of 330,000 active;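 further: potency means the concentration at half of the fitted maximal effect; plate controls were DMSO wells for no effect and full inhibition by NEM control for full effect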
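USP2 core (10nM final) preincubated 30min RT with compound in 20mM Tris-HCl pH 8.0, 2mM CaCl2, 2mM beta-mercaptoethanol, 0.05% CHAPS; 25nM Ub-CHOP2 plus 25nM reporter substrate added, fluorescence (Ex485/Em531) read after 60min.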
TRPV1 ag: activates the human vanilloid receptor TRPV1; activation, % at 8.33 µM; TRPV1-expressing cells, Fluo-8 calcium influx, agonist mode; Q8NER1; 0.19% of 320,000 active; in the data active means activation above about 80%; inconclusive means between about 30% and that limit; further: 0% is about no effect
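Fluo-8 calcium influx in TRPV1-expressing cells, kinetic read (ex 480/em 520 nm). Compound added and read 3 min for agonist activity, followed by capsaicin at EC20 final and 2 min further read for enhancement.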
S-ASM inh: inhibitors of human secretory acid sphingomyelinase. P17405. placental ASM, HMU-PC fluorogenic substrate, 60 min. Potency, µM (highest dose often 57.5 µM), for inactives: at the highest dose activity change, negative = inhibition, usual class: inhibitors. 0.006% of 340,000 active; further: potency means the concentration at half of the fitted maximal effect
Target sequence (P17405 47-631 limits assumed): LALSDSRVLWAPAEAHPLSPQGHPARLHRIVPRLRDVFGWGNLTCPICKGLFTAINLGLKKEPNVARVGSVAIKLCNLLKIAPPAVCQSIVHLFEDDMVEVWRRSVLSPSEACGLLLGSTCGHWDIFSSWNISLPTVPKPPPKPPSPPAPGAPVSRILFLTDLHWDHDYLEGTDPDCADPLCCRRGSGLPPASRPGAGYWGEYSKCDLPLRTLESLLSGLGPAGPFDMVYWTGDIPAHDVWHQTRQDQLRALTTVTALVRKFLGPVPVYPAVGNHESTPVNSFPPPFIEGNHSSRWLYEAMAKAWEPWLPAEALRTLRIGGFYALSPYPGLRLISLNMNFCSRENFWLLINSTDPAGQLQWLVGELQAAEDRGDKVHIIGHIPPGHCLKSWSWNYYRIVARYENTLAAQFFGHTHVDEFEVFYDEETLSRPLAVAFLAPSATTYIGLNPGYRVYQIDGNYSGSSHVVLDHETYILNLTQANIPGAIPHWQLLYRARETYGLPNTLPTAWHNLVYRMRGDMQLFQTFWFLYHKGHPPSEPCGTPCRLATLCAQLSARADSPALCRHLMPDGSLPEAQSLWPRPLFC
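Human placenta-derived ASM preincubated with compound 10 min at room temperature, then reacted with 9 uM (final) fluorogenic HMU-PC substrate for 60 min at 37 C. Stop solution raises pH to 10; fluorescence read at Ex 386/Em 447 nm.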
ELG1 genotoxic: induces genotoxicity in HEK293T cells with luciferase-tagged ELG1. HEK293T ELG1-luciferase reporter, luminescence, 16 h. Potency, µM (series often up to 46 µM), for the others: top-dose activity change, positive = activation, usual class: activators. 1.3% of 330,000 active; further: potency means the concentration at half of the fitted maximal effect; % of control where 0% means no effect; nearly all actives have a fitted effect of over 60% in size
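Genotoxic stress is detected as increased luminescence from luciferase-tagged ELG1 in HEK293T cells, measured with ONE-Glo after a 16 hr treatment at 37 °C.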
Active calls of the source: *; ? = inconclusive; · = not tested or not shown; [ ] = remark or other dose. Unless noted, the call rests on the fitted dose curve; in most records, active means well fitted curve in the direction sought with a large enough effect; inconclusive means small, poorly fitted or top-dose-only effect, or another doubt; inactive means no such curve, though single readings can be large; an effect the other way counts as inactive or inconclusive.

SMILES	B2AR arrestin	TSG101-PTAP inh	p53 reactivation	a7 integrin act	Eya2 phos inh	BRCA1 expr up	uPA generation	USP2a block	TRPV1 ag	S-ASM inh	ELG1 genotoxic
O=C(NCCC1=CCCCC1)C(=O)NCC1OCCCN1S(=O)(=O)c1ccccc1 (stereo not drawn)	-0.9%	0%	-4%	-1%	1%	5%	1%	1%	-6	-1%	-2%
COc1ccc(OC)c(NC(=O)COC(=O)CSc2ccc(Cl)cc2)c1	0.3%	-1%	5%	27%	-21%	-1%	1%	-1%	2	-4%	1%
O=C(NC1CCCC1)C(c1cccnc1)N(C(=O)c1csnn1)c1ccc(F)cc1 (stereo not drawn)	-0.6%	-4%	2%	-4%	4%	0%	3%	3%	-7	3%	3%
COc1ccc(NC(=O)N2CCCC(C(=O)NCc3ccccc3F)C2)cc1 (stereo not drawn)	-0.4%	-6%	-9%	-37%	3%	36%	0%	1%	8	-4%	3%
CS(=O)(=O)c1ccc(NS(=O)(=O)c2ccc3ccccc3c2)cc1	-0.4%	-1%	-5%	-2%	2%	-13%	-6%	0%	0	-3%	0%
CCN1CCN(CC(O)COc2ccc(C(C)=O)cc2)CC1 (stereo not drawn)	0.4%	0%	-6%	19%	-12%	-3%	9%	-2%	·	4%	6%
Cc1c(NC(=O)C(C)OC(=O)c2cc(Cl)nc(Cl)c2)c(=O)n(-c2ccccc2)n1C (stereo not drawn)	-0.6%	0%	3%	9%	0%	8%	4%	0%	0	·	-2%
CCCC[C@H]1COCCS(=O)(=O)N1Cc1ccccc1F	0.2%	-1%	9%	6%	7%	-5%	-3%	3%	3	3%	0%
CN(C)c1ccc(C(=O)OCC(=O)NC2CCCCCC2)cc1	-0.1%	2%	-1%	-18%	9%	-14%	0%	4%	11	1%	-7%
Cc1ccc(Cn2c(CN(C)Cc3ccccc3)nc3c2c(=O)n(C)c(=O)n3C)cc1	0.3%	-14%	-7%	21%	-3%	-46%	2%	0%	6	-1%	6%
COc1ccc(Cl)cc1NC(=O)/C=C/C(=O)O	-0.4%	1%	2%	38%	4%	-1%	-1%	10%	-1	4%	-1%
CC(=O)c1sc(NC(=O)CN2C(=O)NC3(CCCC3)C2=O)nc1-c1ccccc1	0.3%	-1%	-5%	-4%	-18%	-15%	-1%	1%	7	-3%	0%
CCc1nn(CC(=O)NCCN2CCN(C)CC2)c(=O)c2cc3occc3n12	0.2%	-2%	-5%	-7%	-7%	0%	-3%	0%	-5	-3%	-8%
COc1cc(/C=C/C(=O)NNC(=O)c2cccc(S(=O)(=O)N(C)C)c2)cc(OC)c1OC	-0.7%	0%	-8%	16%	11%	0%	-2%	0%	1	-2%	0%
O=c1cc(O)c(-c2ccccc2)c(Cl)[nH]1	-0.5%	0%	-4%	-15%	-27%	-5%	4%	4%	1	0%	3%
CN(Cc1ccccc1F)c1ncnc2sccc12	0.2%	0%	-4%	1%	5%	4%	-4%	0%	5	31%	-3%
COc1ccc(C(c2c(O)nc(SC)n(C)c2=O)c2c(O)nc(SC)n(C)c2=O)cc1O	-0.7%	-1%	0%	-1%	-3%	-12%	6%	0%	-4	2%	6%
Cc1ccc(CNS(=O)(=O)c2c(C)[nH]c(C)c2C(=O)N2CCCC2)cc1	0.1%	0%	6%	3%	9%	9%	6%	-3%	-1	2%	0%
COC(=O)CS(=O)(=O)c1ccc(C)cc1	0.1%	-3%	13%	48%	-1%	-4%	·	4%	4	5%	-1%
O=C(Cc1cccs1)NCc1cccnc1	-0.2%	-2%	-8%	-5%	9%	0%	5%	0%	-1	6%	3%
CCOC(=O)N1CCN(S(=O)(=O)c2ccc3c(c2)oc(=O)n3C)CC1	0.4%	-9%	7%	6%	-3%	-16%	·	3%	-3	4%	-1%
CCOc1ccc2nc(NC(=O)NC3CCCCC3)sc2c1	-0.9%	1%	1%	2%	3%	55%	2%	9%	19	-3%	?
O=C(Cc1ccc(F)cc1)Nc1ccc(Cl)cn1	0.0%	-1%	10%	-16%	13%	73%	6%	2%	25	-1%	8%
CC(=O)Nc1ccc(N(C(=O)Cn2nnc3ccccc32)C(C(=O)NC2CCCC2)c2ccc(O)c(O)c2)cc1 (stereo not drawn)	0.4%	-3%	2%	22%	-6%	0%	3%	8%	-7	-2%	3%
O=C1NC(=S)SC1=Cc1ccccc1Cl	·	-17%	·	0%	·	-9%	1%	·	·	-7%	·
Next records follow.
SMILES	B2AR arrestin	TSG101-PTAP inh	p53 reactivation	a7 integrin act	Eya2 phos inh	BRCA1 expr up	uPA generation	USP2a block	TRPV1 ag	S-ASM inh	ELG1 genotoxic
Cc1cccc(-c2nnc(SCC(=O)NC3CC3)n2C)c1	-0.4%	0%	-6%	15%	-16%	-2%	-1%	4%	3	1%	17%
CCN(CC)Cc1c(NC(=O)c2ccccc2)sc(C)c1C	0.1%	-2%	19%	25%	-7%	16%	-5%	4%	7	-3%	-2%
CCOc1ccccc1NC(=O)C(C)N1C(=O)c2ccccc2S1(=O)=O (stereo not drawn)	-0.5%	1%	3%	6%	-26%	-7%	2%	0%	2	-1%	0%
COc1cccc(-c2cc(C(=O)Nc3c(C)nn(Cc4ccccc4C)c3C)no2)c1	-0.2%	-5%	-12%	-29%	-4%	-29%	·	-2%	-1	-3%	-8%
FC(F)Oc1ccccc1NC(=S)Nc1cccc(Cl)c1Cl	-0.4%	0%	-13%	-6%	6%	-50%	-3%	3%	-3	2%	1%
COc1ccc(Oc2nc(SC)nc3ccccc23)cc1	-0.2%	-3%	7%	-3%	-18%	-25%	0%	0%	9	-8%	-6%
COCCN1C(=O)N(c2cccc(OC)c2)C(=O)C1CC(=O)Nc1cccc(F)c1 (stereo not drawn)	0.5%	-1%	7%	21%	0%	0%	-3%	0%	-1	-2%	2%
CSc1nc(Cc2ccc(Cl)cc2)nc2ccccc12	-0.2%	-3%	1%	-20%	7%	15%	4%	-1%	0	-12%	-1%
CCOC(=O)c1ccc(CSc2nnc(C)n2N)o1	-0.1%	-3%	2%	-18%	-30%	1%	-2%	-2%	-2	3%	-1%
O=C(O)c1ccc(N=Nc2c(O)[nH]c3ccc(Br)cc23)cc1	-0.8%	13%	?	6%	-7%	5.6µM*	-16%	1%	-1	-10%	18µM*
C=CCn1c(SCC(=O)O)nc2sc(CC)cc2c1=O	-0.7%	-10%	5%	16%	-3%	-18%	0%	4%	1	3%	4%
Cc1cccc(C)c1Nc1nnc(SC/C(O)=C(\C#N)c2nc3ccccc3[nH]2)s1	-1.3%	-1%	-1%	17%	4%	-35%	-1%	1%	-2	41%[activator]	-5%
O=C(Nn1c(-c2ccc(Cl)cc2)nc2ccccc2c1=O)c1cccnc1Cl	-0.3%	-4%	-6%	11%	-2%	-38%	9%	0%	1	-2%	0%
COC(=O)c1ccc(CNC(=O)COC(=O)C23CC4CC(CC(C4)C2)C3)cc1	-0.8%	0%	-6%	6%	-13%	4%	2%	4%	?	-1%	0%
COc1ccc(-n2c(=S)[nH]c3cc(C(=O)Nc4ccccc4OC)ccc3c2=O)cc1	-0.7%	·	3%	·	-7%	·	·	4%	0	·	9%
COC(=O)c1cn(NC(=O)c2ccc(F)cc2)c(=O)c2ccccc12	-0.4%	-2%	-6%	9%	1%	-5%	-2%	1%	?	-1%	-1%
CC(C)C(c1nnnn1C(C)(C)C)N1CCC(Cc2ccccc2)CC1 (stereo not drawn)	-0.6%	6%	8%	-36%	-10%	-33%	0%	-8%	19	4%	-3%
CCOc1ccccc1NC(=O)c1cc(=O)[nH]c2ccc(S(=O)(=O)N3CCOCC3)cc12	0.0%	1%	4%	-18%	-39%	-24%	12%	2%	·	4%	-1%
O=C(c1ccccn1)N1N=C2/C(=C/c3ccc(F)cc3)CCCC2C1c1ccc(F)cc1 (stereo not drawn)	-1.5%	-1%	-2%	1%	-19%	-78%	-2%	-1%	?	-1%	-7%
Cc1cc2nnc(SC(C)C#N)n2c2ccccc12 (stereo not drawn)	0.0%	-1%	-12%	-16%	-3%	15%	-1%	-2%	0	1%	2%
COc1cc(/C=N/NC(=O)C(N)=O)ccc1OCC(=O)N1C(C)CCCC1C (stereo not drawn)	0.0%	-1%	-2%	11%	-7%	-3%	-3%	4%	2	1%	0%
N#Cc1ccccc1NC(=O)CSc1ccc([N+](=O)[O-])cn1	0.2%	-4%	-1%	-6%	2%	-2%	-2%	2%	0	-1%	-1%

Screening data deposited in PubChem BioAssay by National Center for Advancing Translational Sciences (NCATS).
